# KDM5B inh – blocks human KDM5B histone demethylase activity; Q9UGL1; KDM5B demethylase, FDH-coupled NADH fluorescence (FDH is formaldehyde dehydrogenase); Potency, µM (titrated, usually from 57.7 µM), for inactives: top-dose activity change, negative = inhibition, actives largely listed as inhibitors; 220,000 tested, 2.6% active; active = well fitted inhibition curve with a large enough effect; inconclusive = small, poorly fitted or top-dose-only effect; inactive = no such curve, though single readings can be large or run the other way; also: 0% is about no effect; nearly all actives have a fitted effect of over 70% in size
# Target sequence (Q9UGL1 whole entry, looked up): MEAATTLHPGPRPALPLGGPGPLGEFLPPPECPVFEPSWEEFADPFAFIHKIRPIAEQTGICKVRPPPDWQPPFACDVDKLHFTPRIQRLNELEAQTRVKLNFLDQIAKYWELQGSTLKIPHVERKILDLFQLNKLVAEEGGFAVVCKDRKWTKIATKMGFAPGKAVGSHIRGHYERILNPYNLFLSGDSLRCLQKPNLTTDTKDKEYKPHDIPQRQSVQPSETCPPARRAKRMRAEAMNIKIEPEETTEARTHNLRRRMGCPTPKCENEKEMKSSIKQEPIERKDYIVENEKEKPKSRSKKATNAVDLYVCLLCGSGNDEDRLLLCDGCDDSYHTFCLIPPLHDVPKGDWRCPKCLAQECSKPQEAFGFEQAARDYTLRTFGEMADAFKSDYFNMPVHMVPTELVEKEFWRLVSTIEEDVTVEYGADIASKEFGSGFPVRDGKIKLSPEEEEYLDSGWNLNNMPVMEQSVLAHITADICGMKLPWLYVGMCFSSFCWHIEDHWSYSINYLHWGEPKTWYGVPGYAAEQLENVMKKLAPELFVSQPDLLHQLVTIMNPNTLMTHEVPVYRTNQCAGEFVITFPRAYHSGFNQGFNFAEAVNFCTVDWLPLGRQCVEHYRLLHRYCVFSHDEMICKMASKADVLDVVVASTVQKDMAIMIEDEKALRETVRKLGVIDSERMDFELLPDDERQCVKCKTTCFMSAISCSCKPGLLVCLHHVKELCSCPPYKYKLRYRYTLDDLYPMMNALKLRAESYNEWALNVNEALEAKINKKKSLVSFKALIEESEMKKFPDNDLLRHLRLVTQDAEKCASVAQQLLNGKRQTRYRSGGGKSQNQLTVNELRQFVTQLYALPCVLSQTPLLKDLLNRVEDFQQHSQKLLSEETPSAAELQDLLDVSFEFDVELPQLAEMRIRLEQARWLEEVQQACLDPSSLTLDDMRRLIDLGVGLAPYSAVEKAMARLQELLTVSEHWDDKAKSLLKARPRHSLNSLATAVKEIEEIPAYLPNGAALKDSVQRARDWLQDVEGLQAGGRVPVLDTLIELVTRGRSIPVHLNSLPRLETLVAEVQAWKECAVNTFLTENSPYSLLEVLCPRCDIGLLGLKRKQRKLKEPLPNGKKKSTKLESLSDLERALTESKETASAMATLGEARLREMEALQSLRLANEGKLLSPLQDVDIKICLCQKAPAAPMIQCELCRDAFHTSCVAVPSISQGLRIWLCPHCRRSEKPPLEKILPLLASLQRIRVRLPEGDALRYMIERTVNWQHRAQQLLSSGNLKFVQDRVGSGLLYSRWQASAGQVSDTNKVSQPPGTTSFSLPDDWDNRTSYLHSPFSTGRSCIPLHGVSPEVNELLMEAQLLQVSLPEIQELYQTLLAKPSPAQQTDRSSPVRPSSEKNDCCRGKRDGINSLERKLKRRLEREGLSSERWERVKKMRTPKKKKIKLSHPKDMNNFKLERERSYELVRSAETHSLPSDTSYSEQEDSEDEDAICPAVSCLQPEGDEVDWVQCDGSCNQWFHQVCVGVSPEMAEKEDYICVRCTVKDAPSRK
#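 KDM5BΔAP (200 nM final) in 50 mM HEPES pH 7.5, 0.01% Tween-20 was preincubated 10 min at RT with compound over a concentration range. Substrate mix (H3K4me3 12.5 µM, α-KG 25 µM, Fe²⁺, ascorbate, NAD⁺, FDH) was added, and NADH fluorescence change over 30 min gave dose-response curves.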
# * = called active by the depositor; i = inactive; u = inconclusive; [ ] = remark or other dose. Potency is read from the fitted curve at half-maximal effect.
SMILES,KDM5B inh
Cc1ccc(SC(C)C(=O)NC2CCCCC2)cc1 (centres undefined),-1%
C#CCOc1ccc(C(=O)Nc2ccc3ccccc3c2)cc1,u
CC[C@H](C)[C@H](N)C(N)=O,13%
O=C(NC(Cc1ccccc1)C(=O)O)/C(=C/c1cccc(Br)c1)NC(=O)c1ccco1 (centres undefined),-6%
COc1ccccc1C(=O)N1C[C@@H](F)C[C@H]1C(=O)N1CCOCC1,36%
COc1ccc(CN[C@H]2CS(=O)(=O)C[C@@H]2S(=O)(=O)c2ccc(F)cc2)cc1OC,14%
O=C(OCC(=O)c1c[nH]c2ccccc12)c1ccc(F)c(S(=O)(=O)N2CCOCC2)c1,6%
COC[C@@H]1CN(CCCc2ccccc2)C[C@H]1C(N)=O,-36%
CN(C)[C@H]1CCCCN(C(=O)CCc2ccc(-c3ccc(Cl)cc3)[nH]2)C1,32µM*
CS(=O)(=O)CCSc1ncccc1C(=O)NCc1cccs1,20%
COc1cc(OC)c(NC(=O)Cn2cnc3sc(C)c(S(=O)(=O)N4CCN(C)CC4)c3c2=O)cc1Cl,-21%
CC(=O)c1ccc(N(CC(=O)NC2CCCCC2)C(=O)CNC(=O)c2ccco2)cc1,16%
CC1(C)C(=O)N(CC(=O)NC2CC2)c2ccc(S(=O)(=O)N3CCOCC3)cc21,19%
CC(=O)N1CCCC1c1nc2ccccc2n1Cc1c(F)cccc1Cl (centres undefined),-21%
O=c1c2ccccc2c(-c2cccs2)nn1CC(O)COCc1ccccc1Cl (centres undefined),-24%
COc1cc2c(cc1OC)C(c1ccc(C)cc1)OC2=O (centres undefined),19%
CCc1ccc(OCC(=O)N(Cc2ccco2)Cc2ccccc2Cl)cc1,u
O[C@@H]1C[C@@H](c2nc(-c3cnccn3)no2)N(Cc2ccc(F)cc2)C1,-36%[86.2 µM]
Cc1cccc(NC(=O)C(=O)NCCCN2CCOCC2)c1,-28%
Cc1cc(=O)oc2cc(O)c(N=Nc3ccccc3)cc12,-14%
COc1ccccc1CN1CCC(CNC(=O)c2cnn(-c3ccc(Cl)cc3)c2C2CCN(C(=O)OC(C)(C)C)CC2)CC1,5%
COc1ccc(C2=NOC3(CCN([S+](=O)([O-])c4cccc(OC)c4)C3)C2)cc1 (centres undefined),-14%
Cc1ccc(S(=O)(=O)N2CCN(C(=O)[C@H](Cc3ccccc3)NC(=O)c3ccco3)CC2)cc1C,28%
CCC(=O)C1=C(c2ccc(OC)c(OC)c2)N(C(=O)CC)n2c(nnc2-c2ccc(C)cc2)S1,u

# Some of these compounds in order of their number in KDM5B inh, descending.
SMILES,KDM5B inh
Cc1ccc(S(=O)(=O)N2CCN(C(=O)[C@H](Cc3ccccc3)NC(=O)c3ccco3)CC2)cc1C,28%
COc1cc2c(cc1OC)C(c1ccc(C)cc1)OC2=O (centres undefined),19%
Cc1cc(=O)oc2cc(O)c(N=Nc3ccccc3)cc12,-14%
CC(=O)N1CCCC1c1nc2ccccc2n1Cc1c(F)cccc1Cl (centres undefined),-21%
Cc1cccc(NC(=O)C(=O)NCCCN2CCOCC2)c1,-28%

# (more compounds)
SMILES,KDM5B inh
CC1(C)CC(=O)C2=C(C1)OC(N)=C(C#N)C2c1ccc(Br)cc1 (centres undefined),1%
COc1ccc(C(=O)Nc2nnc(-c3ccccc3Br)s2)cc1OC,6%
Cc1cccn2c(=O)cc(COc3ccccc3NC(=O)Nc3ccccc3F)nc12,1%
Cc1ccc(-c2cc(C(=O)Nc3ncccc3C)c3ccccc3n2)s1,u
N[C@@H]1CC[C@H](C(=O)N2CCN(CCCOc3ccc(F)cc3)CC2)C1,-4%
Cc1ccc(C)c(CNC(=O)CN2C(=O)CSc3ccc(S(=O)(=O)N(C)C)cc32)c1,-21%
FC(F)(F)c1ccccc1CNCc1ccccc1Cl,-5%
COCCn1c(SCC(=O)NC2CCCC2)nnc1-c1ccco1,5%
COc1cc(NC(=O)c2cccc(N3C(=O)C(C)(C)CS3(=O)=O)c2)cc(OC)c1OC,17%
COc1ccc2nc3sc(C(=O)NCCc4ccc(Cl)cc4)cc3cc2c1,-27%
Fc1ccc(CSc2nnc([C@@H]3CCCN3)o2)cc1,-29%
CCOc1ccc(Cl)cc1CN(C)C(=O)C1CC(=O)N(CC)C1 (centres undefined),2%

# Sorted by count of non-hydrogen atoms (smallest number first): some entries from above.
SMILES,KDM5B inh
FC(F)(F)c1ccccc1CNCc1ccccc1Cl,-5%
CCOc1ccc(Cl)cc1CN(C)C(=O)C1CC(=O)N(CC)C1 (centres undefined),2%
COCCn1c(SCC(=O)NC2CCCC2)nnc1-c1ccco1,5%
N[C@@H]1CC[C@H](C(=O)N2CCN(CCCOc3ccc(F)cc3)CC2)C1,-4%
Cc1ccc(-c2cc(C(=O)Nc3ncccc3C)c3ccccc3n2)s1,u
Cc1ccc(C)c(CNC(=O)CN2C(=O)CSc3ccc(S(=O)(=O)N(C)C)cc32)c1,-21%
COc1cc(NC(=O)c2cccc(N3C(=O)C(C)(C)CS3(=O)=O)c2)cc(OC)c1OC,17%

# Next part.
SMILES,KDM5B inh
CN(c1cc(=O)c2ccnc(-c3ccc(F)c(Cl)c3)c2o1)C1CCOCC1,35µM*
O=C(c1ccc(S(=O)(=O)N2CCOCC2)cc1)N(c1ccccc1)C1C=CS(=O)(=O)C1 (centres undefined),7%
O=C(CC1CCCCC1)N1CCN(C(=O)N2CC3CC(C2)[C@H]2CCCC(=O)N2C3)CC1 (some centres undefined),23%
CCOc1cc(=O)n2c(c1C(=O)Nc1cccc(SC)c1)CCCC2,26%
O=C(C1CCOC1)N1CC(Oc2cccc(-c3nc(-c4ccccc4)no3)c2)C1 (centres undefined),u
O=C1Nc2ccccc2CC12CCN([S+](=O)([O-])c1cccc(C(F)(F)F)c1)C2 (centres undefined),-11%
O=C(COc1ccc(F)cc1F)Nc1cccnc1,u
NC(=O)c1ccccc1NC(=O)CN1c2ccccc2S(=O)(=O)c2ccccc21,-24%
Nc1cccc(OCCc2ccccc2)c1,6%
CCOC(=O)c1cn[nH]c1NC(=S)Nc1ccc(OC)cc1,-41%
Cc1ccc(NC(=O)COC(=O)c2ccc3ccccc3n2)cc1C,-2%
O=C(CSc1ccc2nnc(-c3ccccn3)n2n1)Nc1ccc(F)cc1F,-3%

# Shown as a hit in KDM5B inh (from the list above):
SMILES,KDM5B inh
CN(C)[C@H]1CCCCN(C(=O)CCc2ccc(-c3ccc(Cl)cc3)[nH]2)C1,32µM*
CN(c1cc(=O)c2ccnc(-c3ccc(F)c(Cl)c3)c2o1)C1CCOCC1,35µM*

# Carrying on:
SMILES,KDM5B inh
Cc1ncoc1C(=O)N1CCC2(CCCN(CC3CCCCC3)C2=O)C1 (centres undefined),-14%
Cc1ccc(CN(C(=O)COc2ccc(C(C)C)cc2)C2CCS(=O)(=O)C2)o1 (centres undefined),u
O=C(Cc1c[nH]c2ccccc12)N1CC(c2nnc(-c3ccncc3)o2)C2(CCOCC2)C1 (centres undefined),-9%
O=C(N[C@H]1CCN2C(=O)c3cc(-c4ccsc4)ccc3NC(=O)[C@H]12)c1cccs1,u
Cc1nc2c3ccccc3nn2c(C)c1CCC(=O)Nc1ccc(C#N)cc1,0%
CC(C)(C)c1ccc(OCc2nn3c(-c4ccncc4)nnc3s2)cc1,-3%
CCc1n[nH]c(CC2CCN(C(=O)C3(c4ccccc4)CC3)CC2)n1,-15%
COc1cccc(C(=O)Nc2ccc3oc(-c4cccc5c(Br)cccc45)nc3c2)c1,u
COC(=O)CNC(=O)c1cc(-c2ccncc2)nc2ccc(C)cc12,u
Cc1cc(C(=O)NCC2Cn3cccc3C(=O)N2C)nn1C (centres undefined),15%
CC(C(=O)Nc1ccccc1F)N(C)Cc1ccc2c(c1)OCCO2 (centres undefined),6%
COc1ccc(C2Cn3nnc(-c4nc(C5CCCCC5)no4)c3CO2)cc1 (centres undefined),u
COCCn1c(SC(C)C(=O)c2ccc(OC(F)F)cc2)nnc1-c1ccccc1 (centres undefined),21%
CCC(=O)c1c(-c2ccccc2)nc2n(CCN3CCOCC3)c3ccccc3n12,u
Cc1ccc(CNC(=O)Cn2cccc2-c2nc(-c3ccc4c(c3)OCO4)no2)cc1,-4%
CNc1nc(C(=O)N2CCc3nc(-c4ccccc4)[nH]c3C2)cs1,-5%
C#CCN(C)Cc1nc(C2(O)CCN(C(=O)Cc3ccccc3)CC2)cs1,26%[86.2 µM]
COc1ccc(CCC(=O)Nc2nc(C)c(C(C)=O)s2)cc1,81%[activator]
CCc1ccc(NC(=O)c2ccc3c(Cl)c4c(nc3c2)CCC4)cc1,7%
CC(C)N1CCN(C2CCOC3(CCN(S(=O)(=O)c4cn(C)cn4)CC3)C2)CC1 (centres undefined),12%
O=S(=O)(NCCc1coc(-c2ccccc2)n1)c1ccc2ccccc2c1,-23%
COc1cccc(-c2ccc3c(n2)c(=O)ncn3CC2CC2)c1,-13%[86.2 µM]
Cc1ccc(CN(C)C(=O)c2coc(COc3ccc(F)cc3Cl)n2)cc1,5%
COc1cc(CN(C)CC(=O)N2c3ccccc3NC(=O)CC2C)ccc1OC(F)F (centres undefined),12%
O=C(CSc1nc(=O)n(Cc2ccncc2)c2c1CCC2)Nc1ccc2c(c1)OCO2,1%
Cc1ccc(Nc2nc(C(=O)OCC(=O)c3ccc(Br)cc3)cs2)cc1,-3%
N=C(N)SCCSc1cc(Cl)ccc1Cl,4%
CCc1ccc(CNC(=O)c2c(C)oc3ncnc(N4CCOCC4)c23)cc1,-8%
CN(CC(=O)N1CCc2nc3cc(-c4ccccc4)[nH]n3c(=O)c2C1)S(=O)(=O)c1cnc[nH]1,28µM*
CCCCCCCCCCCCSCCS(=O)(=O)OCC(F)(F)C(F)F,-3%
COc1ccccc1Nc1nc(-c2ccccc2)nc2ccccc12,u
CC(=O)c1cccc(NC(=O)C(C)N2CCc3ccccc3C2)c1 (centres undefined),11%
COc1ccc(NC(=O)C2CCN(C(=O)Nc3ccccc3)CC2)cc1S(=O)(=O)N(C)C,11%
CC(C)c1ccc(NC(=O)C2C3C=CC(CC3)C2C(=O)O)cc1 (centres undefined),31%
COc1cccc(CN2CCOc3ccc(C(=O)NCc4ccc(C)cc4)cc3C2)n1,-5%
COc1ccc(C)cc1NC(=O)NCC1CCCN(C(C)C)C1 (centres undefined),36%[activator]
COc1ccc(-c2nn(-c3ccccc3C)cc2CNC(C)c2cn(C)nc2C)cc1F (centres undefined),20%
C[C@@H]1CN(C(=O)Cc2ccc3c(c2)OCO3)C[C@]1(C)O,2%
O=C(c1ccc(Cl)cc1)N1CCC(N2CCCOC2=O)CC1,-3%[149 µM]
CC(NC(=O)c1ccnc(Cl)c1)C1CC1 (centres undefined),26%
CN(C)c1nccnc1OC1CCN(C(=O)c2ccccc2)C1 (centres undefined),-12%
COC(=O)c1ccc(OCC2c3cc(OC)c(OC)cc3CCN2C(=O)Cc2ccc(OC)cc2)cc1 (centres undefined),-5%
O=C(NCCCN1CCCC1=O)C1CCC1,11%
Cc1cnc(C)c(N2CCC(Oc3ccc4c(cnn4CCC(=O)O)c3)CC2)n1,u
COc1ccc(OC)c(NC(=O)c2cc(CN3CCCC3)on2)c1,-27%
COc1cc(/C=C/c2ccc3cccc(OC)c3n2)cc(OC)c1OC,i
COc1ccc(C(=O)N[C@@H]2CCC[C@@H]2C(=O)N2CCN(c3ccccn3)CC2)cc1,u
CC(CCc1ccccc1)NC(=O)[C@@H]1Cc2ccccc2CN1 (some centres undefined),u
Cc1cc(OC(C)C(=O)NNC(=O)Nc2ccc(F)cc2F)cc(C)c1Cl (centres undefined),14%
CC(=O)N1CCCC1c1nnc2n1CCNC2 (centres undefined),u
COC(=O)C1CN(C(=O)COc2ccc(Cl)cc2Cl)c2ccccc2O1 (centres undefined),u
O=C(NC1CCCCC1C(F)(F)F)c1ccc2ncsc2c1 (centres undefined),15%
Cc1nc(C(F)(F)F)ccc1C(=O)Nc1ccc(C(F)(F)F)cn1,27%
Cc1cccc(C)c1N1C(=O)[C@@H]2C(c3ccccc3Cl)=NO[C@@H]2C1=O,-4%
COc1ccc(C(=O)N2C[C@@H]3CC[C@H](C2)N(Cc2cscn2)C3=O)o1,-17%
CCOC(=O)Cn1c(=O)n(C2CCCCC2)c2nc(-c3ccc(C(C)C)cc3)nc(C(N)=O)c21,u
CCOC(=O)c1ccc(CN(Cc2ccc(F)cc2)S(=O)(=O)c2ccc(F)c(C(=O)Nc3c(C)cccc3C)c2)cc1,-16%
COc1ccc(NC(=O)c2ccc3c(c2)NC(C)(COCC2CC2)CO3)cn1 (centres undefined),u
COCCN1C(=O)[C@@H]2C[C@@H](CN2Cc2ccc3ccccc3n2)Oc2ccccc21,32µM*
COc1ccccc1C(=O)N1CC(Oc2cccc(-c3nc(-c4ccccc4)no3)c2)C1,22µM*

# 3 compounds picked at random from the list so far, as already listed:
SMILES,KDM5B inh
CCOC(=O)Cn1c(=O)n(C2CCCCC2)c2nc(-c3ccc(C(C)C)cc3)nc(C(N)=O)c21,u
Cc1cc(OC(C)C(=O)NNC(=O)Nc2ccc(F)cc2F)cc(C)c1Cl (centres undefined),14%
COC(=O)C1CN(C(=O)COc2ccc(Cl)cc2Cl)c2ccccc2O1 (centres undefined),u

# Continued.
SMILES,KDM5B inh
CC(C)CCOc1ccc(C(=O)Nc2cccc3cccnc23)cc1,3%
CN(C)c1ccc(NC(=O)c2ccccc2)cc1,-18%
Cc1ccc2[nH]c(C)c(CC(=O)NCc3ccccc3)c2c1,11%
COc1ccccc1NC(=O)c1cc2c(C)nn(-c3ccccc3)c2s1,u
Cc1ccc(CSc2ncc(CO)n2CC(=O)NC2CCCC2)cc1,11%
COC(=O)C1C(O)=C(C=Nc2cccc3ccccc23)C(=O)CC1(C)C (centres undefined),130%[activator]

# This is a subset; the hit share may differ from the screen's.
